3CLpro inhibitor: SARS-CoV 3CLpro protease inhibition | P0C6X7 | recombinant SARS-CoV 3CLpro, quenched FRET peptide cleavage | inhibition, % at 6 µM | 290,000 compounds, 0.14% hits; in the data active means inhibition above about 12%
Yp Topo-I inh: inhibitors of Yersinia pestis topoisomerase I; Y. pestis Topo-I cleavage product accumulation, plate reader; activity, % at 10 µM; 360,000 compounds, 0.064% hits; in the data active means activity above about 50%, passing the limit was not always enough; further: inactives centre near 2
TcdB inh: TcdB glycohydrolase inhibition; 350,000 compounds, 0.24% hits; TcdB glycohydrolase enzymatic assay, plate reader; inhibition, % at 9.99 µM; P18177; in the data active means inhibition above about 10%
VHR inh abs: DUSP3 (human) phosphatase inhibition; AID 1654; recombinant VHR phosphatase, pNPP absorbance; inhibition, % at 13.3 µM; 290,000 compounds, 0.52% hits; P51452; in the data active means inhibition above about 50%; further: some compounds called inactive have numbers as strong as hits
Target sequence (P51452 whole entry, looked up): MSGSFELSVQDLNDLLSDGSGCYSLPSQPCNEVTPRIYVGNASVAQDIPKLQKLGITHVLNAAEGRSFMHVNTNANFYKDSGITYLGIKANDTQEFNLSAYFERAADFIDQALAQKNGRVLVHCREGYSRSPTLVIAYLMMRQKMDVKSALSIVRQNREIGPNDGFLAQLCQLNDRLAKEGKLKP
MazF activator: increases E. coli MazEF RNase cleavage of RNA | P0AE70 | FAM/BHQ RNA-DNA oligo cleavage fluorescence, 5 h | activation, % at 20 µM | 350,000 compounds, 0.32% hits | AID 504720; in the data active means activation above about 50%
Target sequence (P0AE70 whole entry, looked up): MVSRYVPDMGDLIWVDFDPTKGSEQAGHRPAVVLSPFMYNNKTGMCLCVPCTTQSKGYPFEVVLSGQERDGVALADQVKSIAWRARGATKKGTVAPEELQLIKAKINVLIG
Anthrax LF prot: anthrax lethal factor protease inhibition; P15917; inhibition, % at 10 µM; multiplex microsphere protease cleavage assay, LF; 360,000 compounds, 0.12% hits; in the data active means inhibition above about 30%; further: plate controls were buffer without enzyme for full effect and enzyme alone for no effect
Target sequence (P15917 whole entry, looked up): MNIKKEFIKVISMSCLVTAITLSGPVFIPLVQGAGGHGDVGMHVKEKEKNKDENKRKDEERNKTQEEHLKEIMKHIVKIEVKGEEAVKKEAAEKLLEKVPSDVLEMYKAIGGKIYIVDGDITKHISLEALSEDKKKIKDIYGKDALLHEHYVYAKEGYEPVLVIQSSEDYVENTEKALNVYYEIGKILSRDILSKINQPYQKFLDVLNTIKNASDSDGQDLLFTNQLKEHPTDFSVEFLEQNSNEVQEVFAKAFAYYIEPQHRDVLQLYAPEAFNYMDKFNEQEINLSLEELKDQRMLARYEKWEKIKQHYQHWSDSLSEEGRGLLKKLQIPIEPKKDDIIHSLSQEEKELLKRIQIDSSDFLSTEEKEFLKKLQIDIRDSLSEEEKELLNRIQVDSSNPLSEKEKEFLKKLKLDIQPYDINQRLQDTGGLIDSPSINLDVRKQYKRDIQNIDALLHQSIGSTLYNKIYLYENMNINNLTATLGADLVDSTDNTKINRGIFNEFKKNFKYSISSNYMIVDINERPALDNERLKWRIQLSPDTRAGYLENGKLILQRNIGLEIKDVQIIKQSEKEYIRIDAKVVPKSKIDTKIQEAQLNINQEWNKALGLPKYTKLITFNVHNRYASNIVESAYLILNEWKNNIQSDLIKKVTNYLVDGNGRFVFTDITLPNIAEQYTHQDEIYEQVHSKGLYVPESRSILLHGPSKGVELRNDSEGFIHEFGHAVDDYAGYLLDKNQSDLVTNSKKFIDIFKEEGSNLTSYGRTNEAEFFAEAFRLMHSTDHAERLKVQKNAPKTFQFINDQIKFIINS
SSB-PriA inh: inhibitors of Klebsiella pneumoniae PriA binding to SSB C-terminal tail. AlphaScreen SSBct-PriA binding, biotinylated peptide. inhibition, % at 33 µM. 430,000 compounds, 0.6% hits. AID 1272365; in the data active means inhibition mostly above about 37%, no sharp cut-off; inactive means mostly below about 20%;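 further: plate controls were negative control peptide for no effect and reference peptide for full effect; strong numbers were not always called active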
BH1578 lux ind: inducers of Vibrio cholerae quorum light production without autoinducers | V. cholerae BH1578 lux reporter, luminescence, 6 h | activation, % at 18.7 µM | 350,000 compounds, 0.16% hits | AID 588436; in the data active means activation mostly above about 9.7%, no sharp cut-off; further: not every result past the cut was called active; inactives centre near 0; reference of the scale not given here
PfHsp40 rescue: compounds rescuing yeast from Plasmodium falciparum HSP40 toxicity | 340,000 compounds, 0.68% hits | AID 504582 | S. cerevisiae expressing PfHsp40, growth rescue, ATP luminescence | growth rescue, % at 12.5 µM; in the data active means growth rescue above about 28%, passing the limit was not always enough;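 further: yeast W303a lacking pdr1 and pdr3 grown in galactose medium; growth measured after three days at 30 °C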
Rv3671c protease: inhibits the M. tuberculosis serine protease Rv3671c; P9WHR9; inhibition, % at 5.96 µM; 320,000 compounds, 0.048% hits; in the data active means inhibition above about 38%;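 further: extracellular domain of Rv3671c used as enzyme; 0% = enzyme with DMSO and 100% = no enzyme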
The depositor's hits bear a star. This is a subset; rates above refer to the full screens.

How did O=C(NNC(=S)Nc1ccc(Cl)cc1)c1cccs1 do in these assays?
3CLpro inhibitor: 1; Yp Topo-I inh: -1; TcdB inh: 5.4; VHR inh abs: 41; MazF activator: 0; Anthrax LF prot: 3; SSB-PriA inh: -6; BH1578 lux ind: -0.4; PfHsp40 rescue: 2.1; Rv3671c protease: 0

What do the screens show for `O=C(/C=C/c1ccccc1)Nc1sc2c(c1C(=O)O)CCC2`?
3CLpro inhibitor: 4; Yp Topo-I inh: -2; TcdB inh: 1.0; VHR inh abs: 8; MazF activator: -10; Anthrax LF prot: -2; SSB-PriA inh: -7; BH1578 lux ind: inactive; PfHsp40 rescue: -0.1; Rv3671c protease: -9

Results for CN(C)c1ccc(CCc2ccc(N)cc2)cc1 ?
Yp Topo-I inh: -3; TcdB inh: 0.5; MazF activator: 1; Anthrax LF prot: 2; SSB-PriA inh: 10; BH1578 lux ind: inactive; PfHsp40 rescue: -0.6; Rv3671c protease: 7

Results for COc1ccc(/C=C/C(=O)NCC(=O)N/N=C(\C)Cc2ccccc2)cc1 ?
3CLpro inhibitor: 1; Yp Topo-I inh: 5; TcdB inh: -3.3; VHR inh abs: 4; MazF activator: -7; Anthrax LF prot: -2; BH1578 lux ind: -0.3; PfHsp40 rescue: -1.1; Rv3671c protease: -4

Results for Cc1cc(C)c2c(NC(=O)CCl)nn(C)c2n1 ?
3CLpro inhibitor: -3; Yp Topo-I inh: 9; TcdB inh: 0.7; VHR inh abs: 36; MazF activator: 6; Anthrax LF prot: -2; SSB-PriA inh: 3; BH1578 lux ind: -0.3; PfHsp40 rescue: -0.8; Rv3671c protease: 3

What do the screens show for `Cc1cccc(C)c1NC(=O)CSc1nnc(C)n1CC1CCCO1` (centres undefined)?
3CLpro inhibitor: 4; Yp Topo-I inh: 2; TcdB inh: 2.0; VHR inh abs: 8; MazF activator: -9; Anthrax LF prot: -8; SSB-PriA inh: -13; BH1578 lux ind: -1.4; PfHsp40 rescue: -1.7; Rv3671c protease: 3

Results for CC(C)C(NS(=O)(=O)c1ccccc1)C(=O)NC1CCCC1 (centres undefined) ?
3CLpro inhibitor: 2; Yp Topo-I inh: -2; TcdB inh: 0.0; VHR inh abs: -4; MazF activator: 4; Anthrax LF prot: 3; SSB-PriA inh: -6; BH1578 lux ind: inactive; PfHsp40 rescue: 2.5; Rv3671c protease: -3

Results for O=C(Cc1ccc(F)cc1)N[C@@H]1c2ccccc2CC[C@@H]1OCc1ccccc1 ?
Yp Topo-I inh: 6; TcdB inh: 0.5; MazF activator: -3; Anthrax LF prot: -1; SSB-PriA inh: -6; BH1578 lux ind: -1.1; PfHsp40 rescue: 1.2

How did Cc1cc(C)c(S(=O)(=O)NCCC2CCCN2C)c(C)c1 (centres undefined) do in these assays?
3CLpro inhibitor: 1; Yp Topo-I inh: -2; VHR inh abs: 21; MazF activator: -4; Anthrax LF prot: -14; SSB-PriA inh: 4; PfHsp40 rescue: -1.4; Rv3671c protease: -2

How did CC(C)=CCN1CCN(Cc2ccc(C)s2)CC1CCO (centres undefined) do in these assays?
3CLpro inhibitor: -1; Yp Topo-I inh: -3; TcdB inh: 1.1; VHR inh abs: 22; MazF activator: 2; Anthrax LF prot: -3; SSB-PriA inh: -5; BH1578 lux ind: inactive; PfHsp40 rescue: -1.3; Rv3671c protease: -3

What do the screens show for `CC(C)=CC(=O)OCC(=O)Nc1cc(C)cc(C)c1`?
3CLpro inhibitor: 2; Yp Topo-I inh: 3; TcdB inh: 6.0; VHR inh abs: 13; MazF activator: 8; Anthrax LF prot: -5; SSB-PriA inh: 0; BH1578 lux ind: -1.8; PfHsp40 rescue: 0.2; Rv3671c protease: 7

How did O=C(c1ccc(F)cc1)N(c1ccccn1)C1CCCCC1 do in these assays?
3CLpro inhibitor: -1; Yp Topo-I inh: 0; TcdB inh: 1.0; VHR inh abs: 11; MazF activator: -2; Anthrax LF prot: -6; SSB-PriA inh: -14; BH1578 lux ind: inactive; PfHsp40 rescue: -0.6; Rv3671c protease: 7

How did O=C(Cn1nnc(-c2cccs2)n1)N1c2ccccc2Sc2ccc(C(F)(F)F)cc21 do in these assays?
3CLpro inhibitor: 6; Yp Topo-I inh: 2; MazF activator: -9; Anthrax LF prot: -2; SSB-PriA inh: -2; BH1578 lux ind: inactive; PfHsp40 rescue: 0.7; Rv3671c protease: -13

Results for CC(=O)Nc1ccc(Nc2ccc(S(=O)(=O)C(F)(F)F)cc2[N+](=O)[O-])cc1 ?
3CLpro inhibitor: 1; Yp Topo-I inh: -6; TcdB inh: 2.4; VHR inh abs: 0; MazF activator: 2; Anthrax LF prot: -2; SSB-PriA inh: -5; BH1578 lux ind: -3.6; PfHsp40 rescue: 5.0; Rv3671c protease: -10

How did Cc1ccc2c(c1)S/C(=C/c1ccc[n+](CCO)c1)N2C do in these assays?
3CLpro inhibitor: -2; Yp Topo-I inh: 3; TcdB inh: 0.3; VHR inh abs: -10; MazF activator: -8; Anthrax LF prot: -5; SSB-PriA inh: -5; BH1578 lux ind: -0.3; PfHsp40 rescue: -2.0; Rv3671c protease: 1

Brought forward from above: 3 compounds, then new ones.
How did O=C(Cn1nnc(-c2cccs2)n1)N1c2ccccc2Sc2ccc(C(F)(F)F)cc21 do in these assays?
3CLpro inhibitor: 6; Yp Topo-I inh: 2; MazF activator: -9; Anthrax LF prot: -2; SSB-PriA inh: -2; BH1578 lux ind: inactive; PfHsp40 rescue: 0.7; Rv3671c protease: -13

Results for CC(=O)Nc1ccc(Nc2ccc(S(=O)(=O)C(F)(F)F)cc2[N+](=O)[O-])cc1 ?
3CLpro inhibitor: 1; Yp Topo-I inh: -6; TcdB inh: 2.4; VHR inh abs: 0; MazF activator: 2; Anthrax LF prot: -2; SSB-PriA inh: -5; BH1578 lux ind: -3.6; PfHsp40 rescue: 5.0; Rv3671c protease: -10

How did Cc1ccc2c(c1)S/C(=C/c1ccc[n+](CCO)c1)N2C do in these assays?
3CLpro inhibitor: -2; Yp Topo-I inh: 3; TcdB inh: 0.3; VHR inh abs: -10; MazF activator: -8; Anthrax LF prot: -5; SSB-PriA inh: -5; BH1578 lux ind: -0.3; PfHsp40 rescue: -2.0; Rv3671c protease: 1

How did COc1c(O)ccc(/C=N/NC(=O)c2ccc3c(c2)OCCO3)c1[N+](=O)[O-] do in these assays?
3CLpro inhibitor: -4; Yp Topo-I inh: 2; TcdB inh: 1.0; VHR inh abs: 21; MazF activator: 8; Anthrax LF prot: 3; BH1578 lux ind: -0.4; PfHsp40 rescue: -0.6; Rv3671c protease: -11

What do the screens show for `COc1ccc(C(=O)CCC(=O)N2CCN(c3cccc(Cl)c3)CC2)cc1`?
3CLpro inhibitor: 2; Yp Topo-I inh: 16; TcdB inh: -12; VHR inh abs: 6; MazF activator: -7; Anthrax LF prot: -7; SSB-PriA inh: -3; BH1578 lux ind: inactive; PfHsp40 rescue: 1.1; Rv3671c protease: 5

What do the screens show for `CC1(C)Cc2c(cnn2-c2ccc(F)cc2)C(NC(=O)Cn2cncn2)C1` (centres undefined)?
3CLpro inhibitor: 0; Yp Topo-I inh: -4; TcdB inh: 0.9; VHR inh abs: 6; MazF activator: 6; Anthrax LF prot: -2; SSB-PriA inh: -10; BH1578 lux ind: -1.6; PfHsp40 rescue: -1.0; Rv3671c protease: -4

How did CCOC(=O)[C@H]1[C@H]2COc3ccc(OC)cc3[C@@H]2N2C(=O)c3ccc(F)cc3NC(=O)[C@@]12C do in these assays?
Yp Topo-I inh: 6; TcdB inh: 1.6; MazF activator: 0; Anthrax LF prot: -9; SSB-PriA inh: 17; BH1578 lux ind: inactive; PfHsp40 rescue: 0.1; Rv3671c protease: -11

How did CCNC(=S)N/N=C/c1ccc(C#N)cc1 do in these assays?
3CLpro inhibitor: 4; Yp Topo-I inh: 8; TcdB inh: 0.7; VHR inh abs: 11; MazF activator: -23; Anthrax LF prot: 1; BH1578 lux ind: -0.3; PfHsp40 rescue: -0.8; Rv3671c protease: 0

What do the screens show for `Cc1cccc(NC(=O)CC2NC3CCCCC3NC2=O)c1` (centres undefined)?
3CLpro inhibitor: -4; Yp Topo-I inh: 3; VHR inh abs: 10; MazF activator: 7; Anthrax LF prot: -1; SSB-PriA inh: -5; BH1578 lux ind: -0.1; PfHsp40 rescue: 0.4; Rv3671c protease: -4

How did C[C@H](NC(=O)c1nc[nH]c1C(=O)N[C@@H](Cc1ccccc1)C(=O)OCc1ccccc1)C(=O)OCc1ccccc1 do in these assays?
3CLpro inhibitor: 1; Yp Topo-I inh: 29; TcdB inh: -0.5; VHR inh abs: 17; MazF activator: -3; Anthrax LF prot: -6; SSB-PriA inh: 5; BH1578 lux ind: -2.7; PfHsp40 rescue: -0.9; Rv3671c protease: -46

Results for Cc1ccc(NC(=O)C(C)c2ccc(-c3ccccc3)c(F)c2)c(C)c1 (centres undefined) ?
3CLpro inhibitor: -2; Yp Topo-I inh: 6; VHR inh abs: 11; MazF activator: -2; Anthrax LF prot: -2; SSB-PriA inh: -9; BH1578 lux ind: 2.1; PfHsp40 rescue: -1.6; Rv3671c protease: -10

Results for COc1ccc(C(=O)N(CCN2CCOCC2)CC(=O)NC2CCCC2)cc1OC ?
3CLpro inhibitor: -1; Yp Topo-I inh: -1; VHR inh abs: -4; MazF activator: 8; Anthrax LF prot: -3; SSB-PriA inh: -3; BH1578 lux ind: -0.3; PfHsp40 rescue: 0.0; Rv3671c protease: 17

How did COC(=O)c1ccc(Oc2nc(NC(C)C)nc(N(C)C)n2)cc1 do in these assays?
3CLpro inhibitor: 0; Yp Topo-I inh: -1; VHR inh abs: -6; MazF activator: -1; Anthrax LF prot: -7; SSB-PriA inh: -1; BH1578 lux ind: -1.3; PfHsp40 rescue: -1.1; Rv3671c protease: -6

Results for CN1CCN(S(=O)(=O)c2ccc(NC(=O)c3ccc(Br)o3)cc2)CC1 ?
3CLpro inhibitor: 4; Yp Topo-I inh: -2; VHR inh abs: 30; MazF activator: 4; Anthrax LF prot: -1; SSB-PriA inh: 1; BH1578 lux ind: -0.1; PfHsp40 rescue: 0.6; Rv3671c protease: 2

How did CS(=O)(=O)c1ccc(Cl)c(NC(=O)CN2CCN(S(=O)(=O)/C=C/c3ccccc3)CC2)c1 do in these assays?
Yp Topo-I inh: 20; TcdB inh: 1.5; MazF activator: -3; Anthrax LF prot: -2; SSB-PriA inh: -8; BH1578 lux ind: -0.3; PfHsp40 rescue: 0.9

Results for Cc1ccc(C2(C)NC(=O)N(CC(=O)NC(=O)NC(C)C)C2=O)cc1 (centres undefined) ?
3CLpro inhibitor: 1; Yp Topo-I inh: -12; TcdB inh: -1.0; VHR inh abs: -43; MazF activator: 7; Anthrax LF prot: 1; SSB-PriA inh: 5; BH1578 lux ind: -0.1; PfHsp40 rescue: 0.0; Rv3671c protease: 8

Results for COc1cccc(C(=O)Nc2cccc(-c3ccc(N4CCOCC4)nn3)c2)c1OC ?
Yp Topo-I inh: 36; TcdB inh: 2.6; MazF activator: 10; SSB-PriA inh: 0; BH1578 lux ind: inactive; PfHsp40 rescue: 9.0; Rv3671c protease: -7

Results for O=C(NCc1ccc2c(c1)OCO2)Oc1ccccc1 ?
3CLpro inhibitor: -3; Yp Topo-I inh: 6; TcdB inh: -0.5; VHR inh abs: 17; MazF activator: 11; Anthrax LF prot: -12; SSB-PriA inh: -5; BH1578 lux ind: -1.0; PfHsp40 rescue: -0.9; Rv3671c protease: 2

Results for O=C(C1CCCN(S(=O)(=O)c2cccc3cccnc23)C1)N1CCN(c2ccccc2F)CC1 (centres undefined) ?
3CLpro inhibitor: -1; Yp Topo-I inh: 23; TcdB inh: 0.8; VHR inh abs: 13; MazF activator: -3; Anthrax LF prot: -17; SSB-PriA inh: -7; BH1578 lux ind: -0.4; PfHsp40 rescue: 0.6; Rv3671c protease: 6

Results for O=C1Nc2ccccc2C1C(C[N+](=O)[O-])c1ccccc1 (centres undefined) ?
3CLpro inhibitor: -1; Yp Topo-I inh: 8; TcdB inh: 1.4; VHR inh abs: -12; MazF activator: 9; Anthrax LF prot: -2; SSB-PriA inh: 10; BH1578 lux ind: inactive; PfHsp40 rescue: -0.1; Rv3671c protease: 12
